Furin inh: human furin inhibition | P09958 | purified furin, fluorogenic substrate cleavage | inhibition, % at 30 µM | 0.061% of 220,000 active; in the data active = inhibition above about 25%; note: inactives centre near -15
p97 inhibitor: inhibitors of human p97 ATPase. P55072. 0.42% of 220,000 active. AID 1481. recombinant p97 ATPase, Kinase-Glo ATP luminescence, 3 h. inhibition, % at 8 µM; in the data active = inhibition above about 15%;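 note: 0% = DMSO vehicle and 100% = wells lacking enzyme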
Target sequence (P55072 whole entry, looked up): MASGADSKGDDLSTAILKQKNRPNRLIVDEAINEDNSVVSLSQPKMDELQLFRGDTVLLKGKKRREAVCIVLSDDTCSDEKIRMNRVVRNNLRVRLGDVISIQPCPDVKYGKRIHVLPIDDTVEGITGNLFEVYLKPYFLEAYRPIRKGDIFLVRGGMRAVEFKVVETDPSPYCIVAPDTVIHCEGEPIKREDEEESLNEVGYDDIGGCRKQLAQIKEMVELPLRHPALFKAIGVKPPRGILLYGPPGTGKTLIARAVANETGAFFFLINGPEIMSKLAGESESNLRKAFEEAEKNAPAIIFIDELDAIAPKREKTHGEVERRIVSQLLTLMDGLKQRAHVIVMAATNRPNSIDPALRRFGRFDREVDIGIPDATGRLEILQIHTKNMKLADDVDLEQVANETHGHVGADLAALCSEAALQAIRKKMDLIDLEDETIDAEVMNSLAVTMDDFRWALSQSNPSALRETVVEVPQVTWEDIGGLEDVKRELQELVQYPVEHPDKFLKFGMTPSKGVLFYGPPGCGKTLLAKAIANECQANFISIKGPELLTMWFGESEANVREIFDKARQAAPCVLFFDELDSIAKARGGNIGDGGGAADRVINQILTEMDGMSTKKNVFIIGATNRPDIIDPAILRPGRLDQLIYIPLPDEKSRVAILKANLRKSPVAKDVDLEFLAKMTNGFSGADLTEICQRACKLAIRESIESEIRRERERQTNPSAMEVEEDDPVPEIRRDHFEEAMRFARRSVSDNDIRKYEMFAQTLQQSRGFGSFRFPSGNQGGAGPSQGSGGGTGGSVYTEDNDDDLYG
Cl transport mod: KCC2 (human) Cl- transport modulation. KCC2 cells, thallium flux FluoZin-2 fluorescence. B-score of Tl+ flux slope (higher = more flux/activation; lower = inhibition) at 10 µM. 2.2% of 190,000 active;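 active = thallium flux slope and its plate-corrected score both differing from the plate sample mean at a set confidence after two filtering rounds, in either direction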;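 note: slope of fluorescence scaled to starting intensity during 10 to 20 s after thallium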
thrombin 1536: blocks human thrombin protease activity; inhibition, % at 5 µM; 0.26% of 220,000 active; P00734; alpha-thrombin, Boc-VPR-AMC fluorogenic substrate cleavage;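 active = inhibition at or above 40%; inactive = inhibition below 40%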;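 note: 0% = enzyme with no compound and 100% = wells without enzyme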
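System: Human alpha-thrombin protein | Medium: pH 7.5 Tris (50 mM) with NaCl 150 mM, Tween 20 0.05% | Times: Enzyme reaction carried out at room temperature | Detection: AMC fluorescence, 355/460 nm | Evaluation: Percent inhibition scaled between no-compound controls and no-enzyme blanks | Benchmarks: Enzyme without compound as high, wells lacking enzyme as low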
FXIIa inh: blocks human coagulation factor XIIa protease activity. inhibition, % at 5 µM. purified FXIIa, Boc-QGR-AMC fluorogenic substrate, 2 h. AID 800. P00748. 0.3% of 220,000 active; in the data active = inhibition above about 40%;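 note: 0% = enzyme with no compound and 100% = blank without enzyme; many of its hits are not listed in these tables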
Wee1 degr inh: inhibitors of human Wee1 degradation; P30291; HeLa Luc-Wee1K328M stability, luciferase luminescence; 100% = proteasome inhibitor MG132 effect; reporter increase, % at 5 µM; 1.2% of 220,000 active; AID 1321;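 active = activation above the mean of all tested compounds plus 3 SD, set per screening run, cut at about 8.8% in these data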;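 note: cells exposed to compound for 20 h before luminescence read; 0% = DMSO alone and 100% = MG132 at 30 µM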
FXIa inh 1536: blocks human coagulation factor XIa protease activity. inhibition, % at 5 µM. purified FXIa, Boc-Glu-Ala-Arg-AMC fluorogenic substrate. P03951. 0.14% of 220,000 active;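 active = inhibition of at least 40%; inactive = inhibition below 40%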;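 note: fluorescence of freed AMC excited at 355 nm; 0% = enzyme without compound and 100% = no enzyme blank; many of its hits are not listed in these tables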
PERK inh: blocks human PERK kinase. Q9NZJ5. CHO PERK-DD fusion, SEAP luminescence translation reporter. inhibition, % at 5.6 µM. 0.17% of 220,000 active. AID 1416;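 active = inhibition above the mean inhibition of all tested compounds plus 3 SD, set separately per screening campaign, cut at about 2.9% in these data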;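 note: PERK kinase domain activated by AP20187 dimerizer at 100 nM; 0% = DMSO with dimerizer and 100% = rapamycin at 8.4 µM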
hK5 inh: inhibitors of human kallikrein 5; recombinant hK5, fluorogenic AMC substrate cleavage; 0.59% of 210,000 active; AID 873; inhibition, % at 5 µM;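 active = inhibition of 40% or more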;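 note: 0% = enzyme controls without compound and 100% = no-enzyme blanks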
Target sequence (Q9Y337 67-293 limits assumed): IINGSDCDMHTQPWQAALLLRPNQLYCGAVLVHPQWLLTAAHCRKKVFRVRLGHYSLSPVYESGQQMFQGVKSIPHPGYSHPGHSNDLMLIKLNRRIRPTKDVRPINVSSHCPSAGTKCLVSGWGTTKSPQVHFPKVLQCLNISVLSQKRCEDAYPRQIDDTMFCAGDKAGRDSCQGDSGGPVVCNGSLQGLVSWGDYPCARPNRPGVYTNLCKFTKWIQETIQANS
* marks the source's active call; other numbers are inactive results; . = no result given; [ ] = dose if it differs, or a comment.

1) Cc1cnc(NC(=O)/C=C/c2ccc(Br)o2)s1
2) COc1ccc(C(=O)Nc2cc(C(F)(F)F)ccc2-n2cncn2)cc1
3) Nc1cccc(Nc2ccccc2)c1
4) O=C(N/N=C/c1c(F)c(F)c(F)c(F)c1F)c1cccc(S(=O)(=O)N2CCOCC2)c1
5) Cc1ccnc(N/C=C(\C#N)c2nc(-c3cccc(Br)c3)cs2)c1
6) O=C(NC(=O)c1ccccc1)NC(=O)c1ccccc1

screen / no.	1	2	3	4	5	6
Furin inh	-3	-6[20 µM]	-17	-23	-20[20 µM]	-10[20 µM]
p97 inhibitor	9	-6	-1	-3	4	-1
Cl transport mod	0.64	-0.13	-1.9	1.3	.	.
thrombin 1536	-6	-11	-8	-4	-7	0
FXIIa inh	4	-6	8	8	-6	4
Wee1 degr inh	-2	0	-1	3	0	0
FXIa inh 1536	1	-6	-3	-4	-5	-10
PERK inh	1.9	-0.5	0.4	-0.9	1.0	0.7
hK5 inh	-5	-21	0	-5	2	-23

Structures shown so far that contain fluorine:
2) COc1ccc(C(=O)Nc2cc(C(F)(F)F)ccc2-n2cncn2)cc1
4) O=C(N/N=C/c1c(F)c(F)c(F)c(F)c1F)c1cccc(S(=O)(=O)N2CCOCC2)c1

screen / no.	2	4
Furin inh	-6[20 µM]	-23
p97 inhibitor	-6	-3
Cl transport mod	-0.13	1.3
thrombin 1536	-11	-4
FXIIa inh	-6	8
Wee1 degr inh	0	3
FXIa inh 1536	-6	-4
PERK inh	-0.5	-0.9
hK5 inh	-21	-5

Next part:
7) C=C(C)CNC(=O)c1ccc(OC2CCN(S(=O)(=O)N(C)C)CC2)cc1
8) Cc1ccc(-c2ccc(CCC(=O)O)n2C(C)C)cc1
9) O=C(NCCC1=CCCCC1)C1CC(=O)N(C2CCCCCC2)C1 (stereo unspecified)
10) NC(=O)C(=O)NN=C1C2CC3CC(C2)CC1C3
11) Cc1ccc(NC(=S)NCCSc2ccc(Cl)cc2)cc1
12) Cc1ccc(-c2nn(CC(=O)Nc3cccnc3)c(=O)c3ccccc23)cc1

screen / no.	7	8	9	10	11	12
Furin inh	-19	-14	-11[20 µM]	-26	-14	-22[20 µM]
p97 inhibitor	-1	-2	1	4	3	-2
Cl transport mod	0.15	-4.4*	0.61	-0.17	1.9	.
thrombin 1536	-6	-3	2	-7	-1	-2
FXIIa inh	6	12	12	3	7	-5
Wee1 degr inh	-3	-2	-1	-2	-2	4
FXIa inh 1536	-2	6	0	-4	-5	0
PERK inh	-0.1	0.8	0.4	-0.1	-0.3	-2.9
hK5 inh	1	0	14	-6	-24	-19

Limited to FXIIa inh and PERK inh, for three of the compounds above:
| nr | Structure | FXIIa inh | PERK inh |
| --- | --- | --- | --- |
| 4 | O=C(N/N=C/c1c(F)c(F)c(F)c(F)c1F)c1cccc(S(=O)(=O)N2CCOCC2)c1 | 8 | -0.9 |
| 5 | Cc1ccnc(N/C=C(\C#N)c2nc(-c3cccc(Br)c3)cs2)c1 | -6 | 1.0 |
| 6 | O=C(NC(=O)c1ccccc1)NC(=O)c1ccccc1 | 4 | 0.7 |

(cont.)
13) Cc1ccc(-n2c(NN)nc3ccccc3c2=O)c(C)c1
14) O=C(c1cccc(NS(=O)(=O)c2cccc(F)c2)c1)N1CCN(c2ccccc2)CC1
15) CC(=O)Nc1ccccc1C(=O)C(=O)Nc1ccc(Cl)cc1
16) CC(C)CNC(=O)C(=O)NCc1ccccc1
17) CC(=O)/C(=N\Nc1ccccc1Cl)Sc1cccc2cccnc12
18) COCCNC(=O)C1c2ccccc2C(=O)N(CCOC)C1c1ccc(F)cc1 (stereo unspecified)

screen / no.	13	14	15	16	17	18
Furin inh	-4	-10	-24	-27	-4	-18
p97 inhibitor	-5	0	5	1	2	-3
Cl transport mod	-1.1	0.72	-0.66	-0.065	2	.
thrombin 1536	1	-6	-2	-1	-6	-2
FXIIa inh	14	18	9	9	12	11
Wee1 degr inh	-2	0	3	-3	-3	0
FXIa inh 1536	6	4	-16	1	8	-2
PERK inh	-0.7	-0.5	0.2	1.2	0.5	-0.4
hK5 inh	-6	-16	-3	-1	-12	0

19) O=C(CSc1ncn(-c2ccccc2)n1)N1CCc2ccccc21
20) N/C(=N\OC(=O)CN1C(=O)c2ccccc2C1=O)c1ccc(Br)cc1
21) CN(C)c1ccc(-c2nc3n(n2)C(c2cccnc2)C2=C(CC(C)(C)CC2=O)N3)cc1 (stereo unspecified)
22) Cc1ccc(S(=O)(=O)Nc2nc3ccccc3nc2Nc2cccc(S(=O)(=O)N3CCCC3)c2)cc1
23) O=C(CN1C(=O)CCC1=O)Nc1ccc(Br)cc1
24) CC(C)N(C(=O)CSc1nc2ccccc2n1Cc1ccccc1F)C(C)C

screen / no.	19	20	21	22	23	24
Furin inh	-16[20 µM]	-27	-7	-27	-28	-14[20 µM]
p97 inhibitor	5	3	-1	-6	6	-1
Cl transport mod	-1.8	0.93	-1.1	0.21	0.32	-1.4
thrombin 1536	8	-3	0	-3	-9	1
FXIIa inh	13	-8	2	-1	-16	19
Wee1 degr inh	0	0	1	-4	0	-1
FXIa inh 1536	3	-6	1	0	-8	7
PERK inh	0.3	0.9	-1.4	-0.9	0.5	-0.6
hK5 inh	5	-23	-6	-8	-17	-6

25) COc1ccc(CCN2C(=O)CC(NNc3ccc([N+](=O)[O-])cc3)C2=O)cc1OC (stereo unspecified)
26) Cc1ncc(CO)c(/C=N/N=C/c2ccccc2O)c1O
27) Cn1nc(-c2ccccc2)c(C(=O)Nc2ccc(C(F)(F)F)cc2)c1Cl
28) CCOC(=O)c1nc(-c2ccccc2)oc1N1CCOCC1
29) O=C(Nc1ccc(Cl)cc1)[C@@H]1[C@@H]2C(=O)N(c3cccc(F)c3)C(=O)[C@@H]2[C@H]2C=CC=NN21
30) CC(C)NS(=O)(=O)c1ccc(OCC(=O)NCc2ccco2)cc1

screen / no.	25	26	27	28	29	30
Furin inh	-13	-13	-20[20 µM]	-35	-10	-15
p97 inhibitor	-2	7	3	2	-5	0
Cl transport mod	-0.45	0.73	.	-0.71	-0.081	-1
thrombin 1536	-8	-15	-2	-4	-2	5
FXIIa inh	7	-1	9	8	5	6
Wee1 degr inh	-3	-3	-1	0	0	-1
FXIa inh 1536	2	-6	-6	1	-1	-4
PERK inh	0.1	1.0	1.3	1.9	0.8	-0.1
hK5 inh	8	-12	-4	4	-7	-4

31) Cc1ccc(S(=O)(=O)c2c(C)nn(C(C)(C)C)c2OC(=O)CC(C)C)cc1
32) CCCC(=O)Nc1ccc2c(c1)C(=O)NC2=O
33) O=C1CC[C@@H](C(=O)N2CSC[C@H]2C(=O)O)N1
34) COc1ccc(NC(=O)CSc2nnc(Cc3cccn3C)n2CCc2ccccc2)cc1OC
35) O=C(NCC1CCCO1)C(c1ccc(F)cc1)N(CC1CCCO1)C(=O)c1ccc(-c2ccccc2)[nH]1 (stereo unspecified)
36) CCOC(=O)c1ccc(N2C(=O)CC(N3CCC(Nc4ccc(F)cc4)CC3)C2=O)cc1 (stereo unspecified)

screen / no.	31	32	33	34	35	36
Furin inh	-15	-22	.	-38	-16	-15[20 µM]
p97 inhibitor	-3	-1	5	-1	6	-4
Cl transport mod	-0.4	.	2.6	.	-2.7	.
thrombin 1536	-6	-6	.	-7	-2	0
FXIIa inh	8	-1	.	7	7	11
Wee1 degr inh	0	-1	7	2	1	-1
FXIa inh 1536	-3	-6	.	-3	-5	-7
PERK inh	-0.3	0.6	1.4	-0.8	-1.1	-1.6
hK5 inh	-2	-10	.	0	-1	-29

37) CCCCNC(=O)c1sc(=S)n2c1[nH]c(=O)c1ccccc12
38) CC(=O)c1ccc(N2CCN(C(=O)CCS(=O)(=O)c3ccc(C)cc3)CC2)cc1
39) N#Cc1ccc(OCc2nnc(-c3ccc([N+](=O)[O-])cc3)o2)cc1
40) O=[N+]([O-])c1ccc(-c2csc(Nc3ccccc3)[n+]2Cc2ccccc2)cc1
41) O=C(COC(=O)/C=C/c1ccc([N+](=O)[O-])cc1)NC(c1ccccc1)c1ccccc1
42) CC1CCCN(CC(O)COc2ccc(Cl)cc2)C1 (stereo unspecified)

screen / no.	37	38	39	40	41	42
Furin inh	-24	1	-26	-17	-31	-11
p97 inhibitor	13	-3	2	6	3	-9
Cl transport mod	-1	0.13	-0.06	-0.32	0.45	.
thrombin 1536	3	-4	-4	-3	-2	0
FXIIa inh	10	7	4	23	2	31
Wee1 degr inh	-1	1	0	5	3	2
FXIa inh 1536	-1	-3	1	19	1	18
PERK inh	0.0	-1.2	0.5	1.5	1.4	0.0
hK5 inh	3	14	1	-9	-22	7

43) COc1ccc(NC(=O)Cn2nnc(C(=O)NCc3ccc4c(c3)OCO4)c2N)cc1
44) COc1ccc(C2C(C(=O)N3CCN(c4ccccn4)CC3)CC(=O)N2c2ccc(OC)cc2)cc1 (stereo unspecified)
45) O=C1c2ccccc2S(=O)(=O)N1Cc1nc2ccccc2s1
46) Cc1ccc(Oc2c(CO)c(-c3ccccc3)nn2C)cc1
47) Cc1noc(C)c1COC(=O)c1cc(=O)[nH]c2ccccc12
48) CN(CC(=O)NCCc1ccccc1)S(=O)(=O)c1cccc2nsnc12

screen / no.	43	44	45	46	47	48
Furin inh	-27	-11[20 µM]	-13	-20	-13	-26
p97 inhibitor	7	-8	-1	-1	2	2
Cl transport mod	0.31	-2.3	.	-1.3	-1.5	-0.7
thrombin 1536	-3	5	-4	-5	3	3
FXIIa inh	7	6	6	2	10	4
Wee1 degr inh	0	-2	-4	-1	0	-1
FXIa inh 1536	-3	4	4	-3	3	2
PERK inh	0.1	-1.6	1.1	0.7	-0.7	-0.9
hK5 inh	1	-28	-1	-1	-11	-2

49) COc1ccc(CCN(Cc2cccs2)S(=O)(=O)c2ccc(-n3cnnn3)c(OC)c2)cc1OC
50) CCC(C)c1ccc(O)c(NC(=S)NC(=O)c2cccnc2)c1 (stereo unspecified)
51) CC(=O)c1cnc2nc(C(F)(F)F)nn2c1C
52) Cc1cccc(NC(=O)N[C@@H](C)C(=O)O)c1
53) Cc1ccc2nc(-c3ccccc3)c(CN3CCSCC3)n2c1
54) COc1ccc(NC(=O)c2c(-c3ccccc3Cl)noc2C)c(OC)c1
55) CCN(CC)C(C)C(=O)NCC1(c2ccccc2)CCOCC1 (stereo unspecified)
56) COC(=O)c1ccccc1OCCCOc1ccc(C)cc1OC
57) CC(c1c(O)c2ccccc2[nH]c1=O)C1(C)CCC(O)C(C)(C)O1 (stereo unspecified)

screen / no.	49	50	51	52	53	54	55	56	57
Furin inh	4[20 µM]	-20	-15[20 µM]	-20[20 µM]	-21	-9	-19[20 µM]	-26	-21
p97 inhibitor	0	6	0	3	2	-2	-5	1	-1
Cl transport mod	0.82	0.66	.	-0.89	-2.1	-1.2	1	0.61	-0.17
thrombin 1536	-4	1	-4	-2	3	-3	-2	-8	3
FXIIa inh	-9	13	9	17	11	9	5	11	11
Wee1 degr inh	-1	4	-2	5	-4	1	-2	0	-2
FXIa inh 1536	-2	2	-5	-1	2	0	-2	3	2
PERK inh	-0.4	0.5	0.1	0.7	-0.4	-0.2	-1.0	-0.4	0.2
hK5 inh	-16	.	-8	1	4	8	-12	0	4

Bioassay records (PubChem BioAssay)
